# mIAP block: mouse IAP inhibition; purified mouse IAP, CDP-Star luminescence, 30 min; inhibition, % at 10 µM; 0.2% of 330,000 active;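 active = inhibition of at least 40% at 10 µM in the primary screen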;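 also: plate controls were DMSO with enzyme for no effect and no enzyme wells for full effect; values of inactives mirror those of a sister screen read the other way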
# mIAP activ: mouse IAP activation; muIAP, CDP-Star luminescence, 30 min; stronger effect = higher value; 1 = vehicle-only enzyme signal, 0 = enzyme-free wells; activation factor at 10 µM; 0.24% of 330,000 active; AID 2805;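 active = activation factor of at least 2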; also: the source names both 10 and 20 µM as test concentration; values of inactives mirror those of a sister screen read the other way
#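 Assay system: mouse IAP enzyme; reagent: chemiluminescent substrate CDP-Star; dosing: test compounds delivered from DMSO solution; schedule: 30 min at room temperature; measured by: luminescence from enzymatic CDP-Star hydrolysis; controls: DMSO-only wells and no-enzyme negative control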
# hIAP block: human IAP inhibition; 0.12% of 330,000 active; purified IAP, CDP-Star luminescence, 30 min; inhibition, % at 10 µM; P09923;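 active = inhibition reaching a set limit with compound at 10 µM in the primary screen, cut at about 35% in these data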;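 also: plate controls were DMSO wells with enzyme for no effect and no-enzyme buffer wells for full effect; values of inactives mirror those of a sister screen read the other way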
# PfGluPho inh: PfG6PD (Plasmodium falciparum) enzyme inhibition. inhibition, % at 20 µM. PfGluPho enzyme, NADPH resazurin-diaphorase fluorescence. 0.78% of 350,000 active;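 active = inhibition reaching at least a set limit at 20 µM in the primary screen, cut at about 59% in these data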;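 also: 0% = DMSO wells with substrate and 100% = DMSO wells lacking glucose-6-phosphate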
# hIAP activ: human IAP activation. 0.16% of 330,000 active. activation factor at 10 µM. P09923. purified human IAP, CDP-Star luminescence, 30 min; stronger effect = higher value; 1 = vehicle-only enzyme, 0 = enzyme-free background;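 active = activation factor of the enzyme at least 2-fold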; also: the source names both 10 and 20 µM as test concentration; values of inactives mirror those of a sister screen read the other way
# APOBEC3A inh: blocks human APOBEC3A ssDNA deamination; P31941; recombinant A3A, FAM/TAMRA ssDNA deamination fluorescence; inhibition, % at 20 µM; 0.41% of 330,000 active; AID 493011;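 active = at least 40% inhibition at 20 µM here, with at most 30% in a related deaminase screen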;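 also: plate controls were A3A with DMSO for no effect and wells lacking A3A enzyme for full effect; some results filed as inactive read as strong as hits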
# ATG4B inhibitor: blocks human ATG4B protease cleavage of LC3 substrate. ATG4B cleavage of LC3-PLA2, NBD-HPC fluorescence, 1 h. inhibition, % at 8.33 µM. 0.51% of 340,000 active; in the data active = inhibition above about 40%
# HKDC1 inh: blocks human hexokinase HKDC1 activity; 0.16% of 340,000 active; inhibition, % at 20 µM; recombinant HKDC1, G6PDH/diaphorase resazurin coupled fluorescence; Q2TB90;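 active = inhibition above about 35% when tested at 20 µM, limit read from the data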;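 also: plate controls were DMSO wells with enzyme for no effect and DMSO wells lacking enzyme for full effect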
# Target sequence (Q2TB90 whole entry, looked up): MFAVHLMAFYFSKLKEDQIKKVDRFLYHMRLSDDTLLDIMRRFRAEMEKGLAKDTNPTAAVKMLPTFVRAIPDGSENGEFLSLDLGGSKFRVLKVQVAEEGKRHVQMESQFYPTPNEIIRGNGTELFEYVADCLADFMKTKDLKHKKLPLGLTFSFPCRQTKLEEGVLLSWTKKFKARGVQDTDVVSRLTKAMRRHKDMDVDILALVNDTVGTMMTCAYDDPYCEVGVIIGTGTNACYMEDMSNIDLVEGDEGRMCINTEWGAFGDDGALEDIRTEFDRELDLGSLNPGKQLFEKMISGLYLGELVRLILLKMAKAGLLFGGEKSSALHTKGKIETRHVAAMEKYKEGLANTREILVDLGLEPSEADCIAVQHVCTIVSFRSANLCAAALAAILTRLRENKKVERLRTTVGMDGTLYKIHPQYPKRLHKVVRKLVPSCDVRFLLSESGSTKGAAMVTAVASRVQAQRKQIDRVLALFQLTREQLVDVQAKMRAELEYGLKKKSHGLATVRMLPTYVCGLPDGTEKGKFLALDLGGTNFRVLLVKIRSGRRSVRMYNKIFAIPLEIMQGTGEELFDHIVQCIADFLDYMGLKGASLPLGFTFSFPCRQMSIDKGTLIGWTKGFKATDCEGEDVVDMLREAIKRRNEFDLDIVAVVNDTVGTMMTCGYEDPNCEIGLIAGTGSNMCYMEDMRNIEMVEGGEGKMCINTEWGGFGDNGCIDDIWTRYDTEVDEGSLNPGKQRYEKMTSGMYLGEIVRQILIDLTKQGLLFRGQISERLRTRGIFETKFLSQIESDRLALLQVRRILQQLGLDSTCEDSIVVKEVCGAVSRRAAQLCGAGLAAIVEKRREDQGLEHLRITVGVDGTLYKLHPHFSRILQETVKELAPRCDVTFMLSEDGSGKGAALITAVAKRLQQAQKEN
#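 Assay system – recombinant HKDC1 (HK5) hexokinase enzyme, produced in-house · Input – HKDC1 at 5 µg/mL · Reagent – glucose plus 1 mM ATP as hexokinase substrates · Timing – 90 min reaction incubation at room temperature, dark · Measured by – G6PDH/diaphorase-coupled fluorescence, 1 mM NADP, 100 µM resazurin, 525/613 nm · Benchmarks – DMSO-enzyme wells negative, buffer-substituted wells positive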
# An asterisk follows results filed as active; . = not tested or not shown. No enrichment for hits; overall some 2.4% were active at least once.
Compound	APOBEC3A inh	hIAP block	mIAP activ	mIAP block	ATG4B inhibitor	PfGluPho inh	HKDC1 inh	hIAP activ
CCCCN(C(=O)C1=COCCO1)c1c(N)n(Cc2ccccc2)c(=O)[nH]c1=O	0.7	12.8	0.931	6.9	-7.3	-8.5	-4.6	0.872
CCCCN(C(=O)c1cccc(S(=O)(=O)N2CCCC2)c1)c1c(N)n(CCC)c(=O)[nH]c1=O	-1.3	6.0	0.997	0.3	-0.2	-12.3	2.1	0.94
COC(=O)c1ccc(CNC(=O)CSc2nc3sc(C)c(C)c3c(=O)n2C)o1	2.4	3.5	0.899	10.1	-13.2	-13.0	-2.4	0.965
CCS(=O)(=O)c1nc(S(=O)(=O)c2ccc(C)cc2)c(NCCCn2ccnc2)s1	-1.9	-28.1	1.01	-1.5	-6.6	-2.3	-1.9	1.28
CCN(CC(=O)Nc1ccccc1C(F)(F)F)C(=O)Cn1c(=O)cnc2ccccc21	28.3	-20.6	1.01	-0.6	5.5	32.1	-4.3	1.21
Cc1cccc(NC(=O)CN2CCN(C(=O)C(C)Oc3ccc(C#N)cc3)CC2)c1C (configuration not stated)	27.2	-6.0	0.957	4.3	-5.2	-0.4	-4.3	1.06
Cc1ccc(NC(=O)C2(N(C(=O)Cn3nnnc3N)c3ccc(C)cc3)CCCCC2)cc1	-1.5	-0.2	1.71	-70.5	-17.5	-4.2	2.3	1
Cc1ccc(Cc2nnc3n(-c4cccc(C)c4)nc(C(=O)c4ccccc4)n3c2=O)cc1	3.2	10.6	0.942	5.8	-5.8	-32.8	1.9	0.894
COc1cc(/C=N/N(C)c2ccccc2)ccc1O	-2.8	12.8	0.87	13.0	-10.8	31.4	12.6	0.871
N#Cc1c(NC(=O)c2ccco2)sc2c1CCC2	30.4	-8.9	0.832	16.8	-4.7	5.8	8.9	1.09
Clc1cc(Cl)c2nc(N3CCOCC3)sc2c1	2.4	10.7	0.964	3.6	-5.6	-8.4	-3.8	0.893
COc1cccc(OC)c1OCCCOc1ccc([N+](=O)[O-])cc1Cl	0.5	26.7	0.928	7.2	-5.5	14.6	-6.6	0.733
CCC/C=C1/CCCOC(C(=O)NCc2cc(C)n(C)n2)(C(F)(F)F)C1 (configuration not stated)	0.7	-10.7	1.54	-54.5	-0.7	6.5	-0.2	1.11
Cc1cc(C2(c3ccc(O)c(C)c3)OC(=O)c3ccccc32)ccc1O	17.2	3.1	0.837	16.3	-0.1	-26.1	1.2	0.969
O=C(CSc1nnc(Cc2cccs2)n1C1CCCCC1)N1CCCc2ccccc21	3.1	4.6	1.05	-5.2	2.9	-2.9	1.8	0.954
CCOC(=O)c1nnc(-c2ccc(C)cc2)nc1Oc1ccccc1Cl	-3.8	-3.3	0.915	8.5	-6.9	5.1	6.0	1.03
O=C(O)c1cccnc1Sc1ccccc1Cl	2.5	-9.0	0.946	5.4	-4.4	13.2	-6.3	1.09
COc1ccccc1Cn1c(=O)c2ccccc2n2c(Sc3ncnc4sccc34)nnc12	-2.3	2.4	0.852	14.8	-21.3	7.8	16.4	0.976
CCOc1cc(CN2CCN(c3cccc(C(F)(F)F)c3)CC2)ccc1OC	-2.9	-3.4	0.981	1.9	-5.2	0.1	5.3	1.03
Nc1nonc1C(=O)NCCNC(=O)c1ccc(Cl)cc1	-3.3	-3.8	0.991	0.9	3.7	-0.2	-3.0	1.04
CCNc1nc(NCC)nc(ON=C(C)C)n1	-4.1	-8.0	0.884	11.6	.	.	.	1.08
COCC(=O)Nc1cc(C(=O)OC)cc(C(=O)OC)c1	-0.6	9.3	0.973	2.7	-2.2	6.2	-9.9	0.907
c1ccc(SCc2nc(-c3ccccn3)no2)cc1	-4.4	-1.2	1.05	-5.4	-6.3	10.3	-7.7	1.01
CC(C)(C)C(=O)N1CCN(C(=O)c2ccco2)CC1	1.9	16.2	1.01	-0.9	-1.5	-8.5	-8.8	0.838
O=C(CCNC(=O)C1CCN(S(=O)(=O)c2ccc(F)cc2)CC1)NC1CC1	2.3	13.1	1.06	-6.2	9.4	-5.7	1.2	0.869

# 3 structures from above, sorted by length of the SMILES, highest first.
Compound	APOBEC3A inh	hIAP block	mIAP activ	mIAP block	ATG4B inhibitor	PfGluPho inh	HKDC1 inh	hIAP activ
COc1ccccc1Cn1c(=O)c2ccccc2n2c(Sc3ncnc4sccc34)nnc12	-2.3	2.4	0.852	14.8	-21.3	7.8	16.4	0.976
O=C(CSc1nnc(Cc2cccs2)n1C1CCCCC1)N1CCCc2ccccc21	3.1	4.6	1.05	-5.2	2.9	-2.9	1.8	0.954
CC(C)(C)C(=O)N1CCN(C(=O)c2ccco2)CC1	1.9	16.2	1.01	-0.9	-1.5	-8.5	-8.8	0.838

# More structures.
Compound	APOBEC3A inh	hIAP block	mIAP activ	mIAP block	ATG4B inhibitor	PfGluPho inh	HKDC1 inh	hIAP activ
CSc1nsc(SCC(=O)Nc2ccc(Br)cn2)n1	3.7	-19.0	0.894	10.6	13.3	20.0	4.6	1.19
CCOC(=O)/C(C#N)=C/c1ccc(SC)cc1	-2.5	4.3	0.888	11.2	3.1	-9.3	-0.3	0.957
N#Cc1ccc(Cl)cc1NC(=O)CNc1cccc(S(=O)(=O)N2CCCC2)c1	-2.4	-2.7	0.992	0.8	-9.7	4.1	2.9	1.03
CC(C)Cc1nc2oc3c(Cl)ncnc3c2c2c1CCC2	-5.8	5.9	1.01	-1.3	-7.4	5.7	11.6	0.941
C=CCCCCCCCCC(=O)NNC1CC(=O)N(c2ccccc2)C1=O (configuration not stated)	-3.4	-11.4	1.03	-3.1	-0.1	-13.6	-0.3	1.11
Cc1ccc(C)c(-n2cc(CNCCCn3cccn3)c(-c3ccccc3)n2)c1	-1.7	-24.4	1.03	-3.5	17.2	4.8	0.8	1.24
O=C(O)c1ccc(CSc2nc3ccccc3c(=O)n2-c2ccccc2)cc1	-0.8	-41.6	0.917	8.3	40.9*	-20.4	-3.2	1.42
COc1ccc(S(=O)(=O)NC(CC(=O)N2CCc3ccccc32)c2ccco2)cc1 (configuration not stated)	-5.7	-23.1	1	0.0	-17.5	-11.3	-3.3	1.23
COc1ccc2cc(C3=CC(=O)C[C@H](c4ccc5c(c4)OCO5)C3)ccc2c1	3.4	0.5	0.996	0.4	8.2	10.7	-0.1	0.995
CNC(=S)N(CCCO)Cc1cc2cc3c(cc2[nH]c1=O)OCO3	-2.1	3.6	0.987	1.3	-0.4	-5.9	-0.8	0.964
COc1cccc(C2=NOC(C(=O)N3CCN(Cc4ccccc4)CC3)C2)c1OC (configuration not stated)	0.3	8.8	1.02	-2.3	4.2	-3.6	-4.2	0.912
Cc1cc(-c2ccccc2)nc(N/N=C/c2ccc(O)cc2)n1	-1.5	8.9	0.948	5.2	-3.8	-5.8	9.0	0.911
COc1ccc(C2CC(c3cccs3)n3nc(N)nc3N2)cc1 (configuration not stated)	-1.8	-19.7	0.971	2.9	-4.0	22.0	5.5	1.2
CCN(CC)S(=O)(=O)c1cccc(NC(=O)c2ccccc2Br)c1	0.0	-20.2	0.974	2.6	8.2	-3.7	3.8	1.2
CC1CCCCC1NC(=O)c1cc(=O)[nH]c2ccccc12 (configuration not stated)	5.8	-7.4	0.94	6.0	1.3	7.2	-8.0	1.07
COc1ccccc1NC(=O)c1cccnc1	0.1	1.2	0.975	2.5	-7.2	2.2	-5.8	0.988
O=C1CC(c2ccc(Cl)cc2)CC(O)=C1C=NCCO (configuration not stated)	0.2	1.1	0.947	5.3	7.1	-7.2	-1.2	0.989
COc1cc(C(=O)Nc2ccccc2C(=O)Nc2ccccn2)cc(OC)c1OC	-4.6	5.4	1.03	-2.9	-5.8	9.2	-7.0	0.946
CCN(CC)c1nc(N2CCN(C)CC2)nc2ccccc12	-7.2	6.0	0.993	0.7	-3.3	-2.3	-6.8	0.94
COC(=O)c1ccc(CN(c2ccc(OC)cc2)S(=O)(=O)c2ccccc2)cc1	1.3	12.9	0.97	3.0	0.4	11.1	1.7	0.871
CCN(CC)C(=O)c1[nH]cnc1C(=O)Nc1ccccc1	-4.8	-1.6	0.937	6.3	3.1	-3.0	-3.5	1.02
O=C1CC(=C2c3ccccc3-c3ccccc32)C(=O)N1CCN1CCN(c2ccccc2)CC1	-3.1	-12.6	0.891	10.9	-12.6	3.5	-6.8	1.13
Cc1onc(-c2c(F)cccc2Cl)c1C(=O)Nc1c(C)n(C)n(-c2ccccc2)c1=O	-1.0	1.8	1.12	-11.7	1.1	2.8	4.4	0.982
Cc1cc(C(=O)N2CCCC(CCC(=O)N3CCN(c4ccccn4)CC3)C2)c(C)o1 (configuration not stated)	-2.6	-18.8	1.08	-8.4	-24.3	0.4	-6.1	1.19
COc1ccccc1N(CC(=O)N/N=C/c1ccccc1C(=O)O)S(C)(=O)=O	1.7	3.0	0.989	1.1	-0.9	-2.2	-6.2	0.97

# Already shown: an excerpt of the list.
Compound	APOBEC3A inh	hIAP block	mIAP activ	mIAP block	ATG4B inhibitor	PfGluPho inh	HKDC1 inh	hIAP activ
CSc1nsc(SCC(=O)Nc2ccc(Br)cn2)n1	3.7	-19.0	0.894	10.6	13.3	20.0	4.6	1.19
CCOC(=O)/C(C#N)=C/c1ccc(SC)cc1	-2.5	4.3	0.888	11.2	3.1	-9.3	-0.3	0.957
N#Cc1ccc(Cl)cc1NC(=O)CNc1cccc(S(=O)(=O)N2CCCC2)c1	-2.4	-2.7	0.992	0.8	-9.7	4.1	2.9	1.03
CC(C)Cc1nc2oc3c(Cl)ncnc3c2c2c1CCC2	-5.8	5.9	1.01	-1.3	-7.4	5.7	11.6	0.941

# Carrying on.
Compound	APOBEC3A inh	hIAP block	mIAP activ	mIAP block	ATG4B inhibitor	PfGluPho inh	HKDC1 inh	hIAP activ
Fc1ccc(F)c(C2=NNC(=NCC3CCCO3)SC2)c1 (configuration not stated)	-1.8	4.1	0.908	9.2	-9.3	15.2	-2.2	0.959
C=CCn1cc(/C=C2\SC(N3CCOCC3)=NC2=O)c2ccccc21	-2.6	9.5	0.919	8.1	-18.5	13.7	0.2	0.905
O=C(O)CCCNC(=O)/C(=C\c1ccccc1F)NC(=O)c1ccccc1	-2.4	-9.4	0.921	7.9	3.3	-17.3	1.3	1.09
COc1ccc(-c2sc3cc4c(cc3c2C#CC2(N)CCCCC2)OCO4)cc1	8.4	6.9	0.989	1.1	-9.8	26.5	8.1	0.931
COc1cc(SC)ccc1C(=O)Nc1cccc(S(=O)(=O)NC2=NCCC2)c1	23.4	-6.7	1.01	-1.1	-22.1	0.9	5.4	1.07
CN(CC(=O)Nc1cccc(F)c1)C(=O)c1csc2c1CCCC2	-0.3	6.0	1.08	-8.3	6.2	1.7	3.0	0.94
Cc1cc2cc(CN(CC3CCCO3)C(=S)Nc3ccccc3)c(=O)[nH]c2cc1C (configuration not stated)	-1.6	14.7	0.98	2.0	-6.0	25.5	-6.4	0.853
Cc1cc(N2CCC(C)CC2)nc(SCC(=O)c2ccccc2)n1	-5.9	-3.6	0.971	2.9	-6.9	0.6	6.4	1.04
Cc1sc(NC(=O)CSc2nnnn2C(C)C)c(C#N)c1C	-3.8	-3.8	1.03	-3.4	-0.2	1.3	5.3	1.04
Cc1cccc(N/C=C/C(=O)c2cccs2)c1C	-1.2	15.6	0.936	6.4	25.6	26.3	9.9	0.844
Cc1cc(C)cc(N(CCC#N)C(=O)CSc2nc3ccccc3c(=O)[nH]2)c1	2.6	-12.4	1.02	-2.2	-1.3	-10.0	2.5	1.12
